aSyn yeast rescue: alpha-synuclein toxicity suppression in yeast; S. cerevisiae alpha-synuclein toxicity rescue, BacTiter-Glo growth, 24 h; Potency, µM (doses to about 46.1 µM), for the others: at the top dose growth rescue (activation), usual class: activators; actives 0.02% (n = 94,000); active means well fitted activation curve with a large enough effect; inconclusive means small, poorly fitted or top-dose-only effect; further: 0% is about no effect
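Growth restoration measured by BacTiter-Glo luminescence after 24 hr at 30 deg C; alpha-synuclein yeast, raffinose-pregrown to mid-log, were added at OD600=0.02 in galactose medium onto pinned compounds.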
The depositor's hits bear a star; ? = inconclusive; [ ] = remark or other dose. Potency means the concentration at half of the fitted maximal effect. Some of the compounds tested (hit frequency here may not be typical).

Preview (5 entries):
SMILES	aSyn yeast rescue
O=C(COc1cccc(Br)c1)N/N=C1\CCCc2ccccc21	1%
C=CCn1c(=S)[nH]c2scc(-c3ccco3)c2c1=O	-8%
CSC1=N/C(=C\c2cccnc2)C(=O)N1c1ccccc1	6%
N=c1n(CCN2CCCCC2)c2ccccc2n1CC(O)COc1ccc(Cl)cc1Cl (stereo not given)	-31%[inhibitor]
CCOC(=O)c1nnn(CC(=O)NC(=O)Nc2cccc(CC)c2)c1C(=O)OCC	6%

The whole of this part, from the first entry:
SMILES	aSyn yeast rescue
O=C(COc1cccc(Br)c1)N/N=C1\CCCc2ccccc21	1%
C=CCn1c(=S)[nH]c2scc(-c3ccco3)c2c1=O	-8%
CSC1=N/C(=C\c2cccnc2)C(=O)N1c1ccccc1	6%
N=c1n(CCN2CCCCC2)c2ccccc2n1CC(O)COc1ccc(Cl)cc1Cl (stereo not given)	-31%[inhibitor]
CCOC(=O)c1nnn(CC(=O)NC(=O)Nc2cccc(CC)c2)c1C(=O)OCC	6%
CCc1ccc(N2CC(C(=O)Nc3ccc(S(=O)(=O)N4CCOCC4)cc3)CC2=O)cc1 (stereo not given)	9%
COc1ccc2c(c1)CCc1c(C(=O)Nc3c(C)nn(Cc4c(Cl)cccc4Cl)c3C)noc1-2	-7%
COc1ccc(-c2cc(C(F)(F)F)nc(SCCC(=O)Nc3ccc(NC(C)=O)cc3)n2)cc1	4%
O=S(=O)(Nc1cccc(-c2ccc(N3CCCCC3)nn2)c1)c1ccc(F)cc1F	3%
Cc1ccc(NC(=O)Cn2c(-c3cncs3)nc3ccccc32)cc1Br	0%
CC(=O)NS(=O)(=O)c1ccc(NC(=O)c2cccc3ccccc23)cc1	-9%
CCCCC(=O)Nc1ccc(C(=O)NNC(=S)NC(=O)c2cccs2)cc1	-9%
COc1cc(/C=N/N2CCOCC2)ccc1OCc1ccccc1	-17%
Cc1ccc(NC(=O)C[n+]2ccn(C3=C([O-])c4ccccc4C3=O)c2)cc1	-9%
CCc1nn(CC(=O)N2CCN(c3cccc(C)c3C)CC2)c(=O)c2cc3sccc3n12	-2%
COc1ccc(N2C(=O)Cc3c2nc(N)c(C#N)c3N)cc1	3%
CCOc1ccccc1NC(=O)CN1C(=O)C2(SCC(=O)N2c2ccc(C)cc2)c2ccccc21 (stereo not given)	0%
CC(=O)N1CCCc2cc(S(=O)(=O)N(CCN(C)C)Cc3ccccc3)ccc21	3%
Cc1ccc(C2CCN(C(=S)NC(C)C)C2)cc1 (stereo not given)	4%
COc1ccc(-c2cc(C(=O)Nc3cc(OC)cc(C(=O)Nc4cccc(C(F)(F)F)c4)c3)[nH]n2)cc1	-3%
CSc1nc2ncc(-c3ccsc3)c(N)n2n1	7%
CCCCNc1sc(S(=O)(=O)CCC)nc1S(=O)(=O)c1ccc(C)cc1	2%
Cc1ccc(CNC(=O)CCCN2C(=O)COc3ccc(C)cc32)cc1	0%
COc1ccc(C)cc1NC(=O)CN1c2ccccc2S(=O)(=O)c2ccccc21	-6%
COc1ccc(-c2nc3cnccn3c2Nc2ccc(C)cc2)cc1	15%
COc1cccc(N2CC(NC(=O)/C=C\c3ccc(OC)c(OC)c3)CC2=O)c1 (stereo not given)	5%
CCCn1c(SCC(=O)NNC(=O)c2ccccc2)nnc1-c1cccnc1	-11%
CCCN1C(=O)c2cc(C(=O)Nc3cccc(C(C)=O)c3)ccc2C1Nc1cccc(C(C)=O)c1 (stereo not given)	-8%
CCOc1ccc(-c2nnc(SCC(=O)NC3CCCCC3)nc2-c2ccc(OCC)cc2)cc1	-5%
Cc1ccc(NC(=O)CN2C(=O)C3(SCC(=O)N3c3ccc(F)c(F)c3)c3ccccc32)c(C)c1 (stereo not given)	1%
COc1ccc(C2OC3=C(Nc4cc(C)c(C)cc4N3)C2=O)cc1 (stereo not given)	5%
CCSc1nc(-c2ccc(Cl)cc2)nc2c1Cc1c(CO)cnc(C)c1O2	5%
O=C(COc1ccccc1F)Nc1ccc2nc(SCC(=O)N3CCc4ccccc43)sc2c1	4%
COc1cccc(NC2=CC(c3ccc(C(C)C)cc3)N(c3cccc(OC)c3)C2=O)c1 (stereo not given)	6%
O=C(COc1ccc(F)cc1)Nc1ccccc1N1CCOCC1	0%
O=C(CCNS(=O)(=O)c1ccc2c(c1)CCN2C(=O)C1CC1)Nc1ccc(OC(F)(F)F)cc1	-7%
CCCn1c(CCC(=O)Nc2ccc(C)c(Cl)c2)nc2cccnc21	4%
O=c1c(-c2ccc(Cl)cc2)c(C(F)(F)F)oc2c(CN3CCCCC3)c(O)ccc12	-3%
O=C(Cn1c2ncccc2c(=O)n1-c1ccccc1)Nc1cccc(C(F)(F)F)c1	-2%
Cc1ccc2c(c1)c(=O)c(C(=O)c1ccncc1)cn2CC(=O)Nc1c(C)cccc1C	-2%

Reprinted at random: 3 compounds from above.
SMILES	aSyn yeast rescue
O=c1c(-c2ccc(Cl)cc2)c(C(F)(F)F)oc2c(CN3CCCCC3)c(O)ccc12	-3%
Cc1ccc2c(c1)c(=O)c(C(=O)c1ccncc1)cn2CC(=O)Nc1c(C)cccc1C	-2%
O=C(COc1ccc(F)cc1)Nc1ccccc1N1CCOCC1	0%

Further structures
SMILES	aSyn yeast rescue
O=C(/C=C/c1ccc(OC(F)F)cc1)OCC(=O)N1CCc2ccccc21	-7%
CN(c1ccc(C(=O)Nc2ccc(S(=O)(=O)N3CCCC3)cc2)cc1)S(C)(=O)=O	-3%
Cc1cc(C(=O)CN2C(=O)C(=O)N(CC(C)C)C2=O)c(C)n1-c1ccccc1F	6%
Cc1ccc(N2C(=O)N(CC(=O)N3CCc4ccccc43)C(=O)C2C)cc1 (stereo not given)	4%
O=C(CCCC(=O)N(CC(=O)NC1CCCCC1)c1ccccc1F)Nc1ccccn1	-2%
COc1ccc(S(=O)(=O)N2CCN(CC(=O)NC3CCCC3)CC2)cc1	2%
COc1ccc2c(Sc3ccc(Cl)cc3)c(C(=O)N3CCCCC3)[nH]c2c1	?
COc1cccc(CNC(=O)CCNS(=O)(=O)c2ccc3c(c2)oc(=O)n3C)c1	-1%
CC(=O)Nc1ccc2nc3c(=O)n(C)c(=O)n(C)c3nc2c1C	9%
Cn1nc(Oc2ncc(C(F)(F)F)cc2Cl)cc1C(F)(F)F	9%
COc1cc(OC)c(N(C)C(=O)CSc2c3c(nc4ccc(Cl)cc24)CCCC3)cc1Cl	-2%
CCc1nnc2c3ccccc3nc(Nc3ccc(F)cc3C)n12	9%
CCCSc1ncc(Cl)c(C(=O)Nc2sc3c(c2C(=O)NCC)CCCC3)n1	3%
Oc1ccc(Cl)cc1C1=Nc2ccccc2N=C(c2ccccc2)C1	-13%
CCc1ccc(-n2nc(C)c3c(C(=O)Nc4cccc(C(F)(F)F)c4)cc(C)nc32)cc1	6%
Cc1ccccc1CSCCNC(=O)COc1ccc(Cl)cc1	28%
Cc1ccc(Oc2ncccc2COC(=O)Nc2ccccc2C)cc1	4%
CCc1ccc2c(c1)c(=O)c(S(=O)(=O)c1ccc(Cl)cc1)cn2CC	7%
Cc1cc(C)c2c(=O)cc(C(=O)Nc3sc4c(c3C(=O)NCc3ccco3)CCCC4)oc2c1	3%
CCN(CC(=O)NCc1cccs1)C(=O)/C=C/c1cccc(Cl)c1Cl	8%
COc1ccc(C(=O)COC(=O)CCNS(=O)(=O)c2ccccc2)c(OC)c1	-14%
CCOC(=O)c1c(O)c(Cl)c(C)[nH]c1=O	11%
CCOCCCNC(=O)c1cc2c(=O)[nH]c3ccccc3c2s1	-2%
COc1ccccc1CCNC(=O)c1ccc(NC(=O)CC2SC(N3CCCC3)=NC2=O)cc1 (stereo not given)	-7%
C/C(=N/NC(=O)c1ccoc1C)c1ccc(N2CCOCC2)cc1	-8%
COc1ccc(OC)c2sc(NC(=O)C3=COCCO3)nc12	-6%
Cc1ccc(C(c2sc3ncnn3c2O)N2CC(C)CC(C)C2)cc1 (stereo not given)	-2%
CCCCn1c(=O)n(CC2CCC(C(=O)NCCCOC)CC2)c(=O)c2sccc21 (stereo not given)	1%
Nc1nonc1C(=O)N1CCCCC1	4%
CCc1ccc(-n2nc(CO)c(C(=O)NCCOC)n2)cc1	-1%
CC(C)(C)c1ccccc1NC(=O)c1ccc2c(c1)SC1=NS(=O)(=O)CCN12	-7%
CCOc1ccccc1Oc1ncnc2c1oc1ccccc12	-11%
CC(=O)c1ccc(NS(=O)(=O)c2cc(-c3cc(C)no3)ccc2C)cc1	-4%
Cc1ccc(NC(=O)CSc2nnc(-c3ccccn3)n2N)c(Br)c1	-2%
COc1ccc(OCc2nc(C#N)c(NCc3ccccc3Cl)o2)cc1	3%
O=C(NCCc1ccccc1)c1nn(-c2ccc(F)cc2)nc1CO	-20%
COc1ccc(NC(=O)c2oc3ccc(S(=O)(=O)N4CCOCC4)cc3c2C)cc1	-12%
CCc1nc(SCC(=O)NNC(=O)c2ccc(C)cc2)c2ccccc2n1	9%
Cc1c(Cl)cnc(NC(=O)COC(=O)Cc2coc3ccc4ccccc4c23)c1Cl	8%
COc1ccc(CNC(=O)C2COc3ccccc3O2)c(OC)c1 (stereo not given)	28%
CCC1Oc2ccccc2N(CC(=O)NC2CC2)C1=O (stereo not given)	3%
CCN1CCN(c2cc(C)c3cc(NC(=S)N4CCN(c5ccccc5F)CC4)ccc3n2)CC1	-9%
COc1ccc(-n2c(SCC(=O)O)nnc2-c2ccc(NC(=O)c3ccccc3)cc2)cc1	6%
CCC(=O)N1CCc2cc(S(=O)(=O)NC(Cc3ccccc3)C(=O)Nc3ccc(C)cc3)ccc21 (stereo not given)	4%
CCCC(=O)c1ccc(OC(=O)c2c(-c3ccccc3Cl)noc2C)cc1	-7%
O=C(Cn1cnc2onc(-c3ccc(Cl)cc3)c2c1=O)Nc1ccc(F)cc1	7%
CC(=O)c1ccc(NC(=O)C(C)OC(=O)CCCN=C2NS(=O)(=O)c3ccccc32)cc1 (stereo not given)	3%
CCS(=O)(=O)c1ccc(O)c(NC(=O)COc2ccc(Br)cc2)c1	-49%[inhibitor]
Cc1ccc(CN2CCN(/N=C\C=C\c3ccccc3)CC2)cc1	-18%
COc1ccc(NC(=O)N2CCc3c(sc4c3CCCC4)C2c2ccccc2OC)cc1 (stereo not given)	12%

Given with each value named: entries from further up
> O=C(Cn1cnc2onc(-c3ccc(Cl)cc3)c2c1=O)Nc1ccc(F)cc1
  aSyn yeast rescue: 7%
> CC(=O)c1ccc(NC(=O)C(C)OC(=O)CCCN=C2NS(=O)(=O)c3ccccc32)cc1 (stereo not given)
  aSyn yeast rescue: 3%

Further compounds:
SMILES	aSyn yeast rescue
CCc1sc(C(=O)NCc2ccccc2)cc1C	15%
O=C(Nc1cccc(-c2nc3ccccc3[nH]2)c1)c1ccccc1F	-39%[inhibitor]
CCOC(=O)CSc1nc(-c2ccc(OC)cc2)cc(C(F)(F)F)c1C#N	-1%
CC(C)c1ccc(NS(=O)(=O)c2ccc3[nH]c(=O)ccc3c2)cc1	0%
Cc1ccc(CNCc2cccn2-c2nnc(N3CCCC3)s2)cc1	1%
O=C(CSc1nnc(-c2ccccc2O)o1)N1CCCCC1	4%
O=S(=O)(Nc1cccc(-c2ccc(N3CCCCC3)nn2)c1)c1ccc(Cl)s1	20%
CC(NC(=O)/C(C#N)=C/c1ccco1)c1ccccc1 (stereo not given)	-10%
COc1ccc(NC(=O)CN(C)C(=O)c2ccc(N3CCCCCC3)c([N+](=O)[O-])c2)cc1	13%
Cc1nn(CCCC(=O)Nc2ccccc2C(F)(F)F)c(=O)c2c1sc1ccccc12	0%
NS(=O)(=O)c1ccc(NC(=O)c2cc(-c3cccs3)nc3ccccc23)cc1	-5%
CN(CC(=O)Nc1ccc(F)cc1Cl)Cc1cccs1	3%
O=S(=O)(NCC(c1ccco1)N1CCOCC1)c1ccc(F)cc1 (stereo not given)	-9%
O=C(O)c1cc(S(=O)(=O)Nc2ccc(OCc3ccccc3)cc2)ccc1Br	-3%
COc1ccc(S(=O)(=O)N(CC(=O)NCC2CCCO2)c2ccc(Cl)cc2)cc1 (stereo not given)	1%
Cc1nc2ccccc2cc1C(=O)N/N=C/c1cccc([N+](=O)[O-])c1	8%
Cc1ccc(-n2nc(C)c3c(C(F)(F)F)cc(-c4cccnc4)nc32)cc1Cl	10%
CCCCn1c(N)c(N(CCOC)C(=O)c2oc3c(Cl)cccc3c2C)c(=O)[nH]c1=O	-16%
COc1ccc(CNCCCSc2nnnn2C)c(OC)c1	-6%
CC(=O)Nc1ccc(S(=O)(=O)NCCC(=O)OCC(=O)c2cc(C)ccc2C)cc1	-3%
Cc1ccc2c(=O)n3c(nc2c1)C(C)NC(=O)c1cccnc1-3 (stereo not given)	0%
CCc1cccc(-n2nnc(S(=O)(=O)c3ccc(OC)cc3)c2C)c1	6%
COc1ccc(CCCc2nnc(SCC(=O)Nc3ccc(C)cc3)o2)cc1C	5%
Cn1ncc2c(Nc3cccc(F)c3)ncnc21	-2%
CCOc1ccc2c(c1)c(=O)c(C(=O)c1ccc(CC)cc1)cn2CC(=O)Nc1cccc(Cl)c1	3%
COc1ccc(CN(C(=O)c2ccccc2Br)C2CCS(=O)(=O)C2)cc1 (stereo not given)	-4%
Cn1c(N)c(C(=O)COC(=O)C2Cc3ccccc3CN2S(C)(=O)=O)c(=O)n(C)c1=O (stereo not given)	1%
CCOC(=O)c1cccc(Nc2cc(-c3ccccc3)ncn2)c1	-22%
Cc1cc(C)c2sc(N(CCCN(C)C)C(=O)c3ccc(S(=O)(=O)N4CCCc5ccccc54)cc3)nc2c1	-34%[inhibitor]
CC(C)(C)OC(=O)N1CCC(c2c(C(=O)NCCN3CCCC3)cnn2-c2ccc(Cl)cc2)CC1	-2%

Screening data (PubChem BioAssay)
